Screening data from PubChem BioAssay.
HCV inhibitor: HCV inhibition; Huh7.5.1 HCVcc-Cre infection, luciferase reporter, 44 h; Potency, µM (doses to about 41.8 µM), for inactives: at the top dose activity change, negative = inhibition, most hits filed as inhibitors; hit rate 3.4% among 340,000; further: potency means the concentration at half of the fitted maximal effect; on the % scale 0 is the no-effect control and ±100 the full control effect
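Infectious HCVcc-Cre (~0.5 moi) was added to cells just after compound, with cells seeded 4 h earlier at 1,000 per well. Luciferase activity after 44 h culture reported infection; substrate was incubated 15 min at room temperature before reading.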
TbPYK inhibitor: T. brucei pyruvate kinase inhibition. Q57TT1. TbPYK enzyme, Kinase-Glo Plus ATP luminescence, 45 min. Potency, µM (doses to about 76.8 µM), without a hit: at the top dose activity, negative = inhibition, actives largely listed as inhibitors. hit rate 0.12% among 410,000. AID 624173; further: potency means the concentration at half of the fitted maximal effect; on the % scale 0 is the no-effect control and ±100 the full control effect; nearly all actives have a fitted effect of over 50% in size
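In this concentration-response screen, enzyme-free wells defined baseline while DMSO plates tracked drift. Each reaction combined TbPYK, substrate, compound and 130 uM ADP for 45 min at room temperature. Kinase-Glo Plus luminescence gave the signal.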
Pf growth 48h: P. falciparum growth inhibition at 48 hours (one generation) | P. falciparum luciferase growth in erythrocytes, 48 h | Potency, µM (top dose mostly 28.7 µM), inactives show top-dose activity change, negative = inhibition, actives largely listed as inhibitors | hit rate 5.9% among 310,000 | AID 504832; further: potency means the concentration at half of the fitted maximal effect; on the % scale 0 is the no-effect control and ±100 the full control effect
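Firefly luciferase activity from engineered P. falciparum reports growth; inhibitors lower the luminescent signal. Cultures contained 2% hematocrit erythrocytes at 0.1% final parasitemia.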
Shiga toxin inh: Shiga toxin inhibition | hit rate 9.2% among 290,000 | inhibition, % at 38.7 µM | AID 2315 | Vero cells, Shiga toxin protein synthesis inhibition reporter; in the data active means inhibition mostly above about 28%, no sharp cut-off; inactive means mostly below about 43%; further: 0% is about no effect
LmPK inh: blocks Leishmania mexicana pyruvate kinase activity; purified LmPK, Kinase-Glo ATP luminescence, 1 h; hit rate 0.37% among 290,000; Q27686; AID 1721; Potency, µM (titrated, usually from 57.5 µM), for the others: at the highest dose activity change, negative = inhibition, usual class: inhibitors; further: potency means the concentration at half of the fitted maximal effect; on the % scale 0 is the no-effect control and ±100 the full control effect
Target sequence (Q27686 whole entry, looked up): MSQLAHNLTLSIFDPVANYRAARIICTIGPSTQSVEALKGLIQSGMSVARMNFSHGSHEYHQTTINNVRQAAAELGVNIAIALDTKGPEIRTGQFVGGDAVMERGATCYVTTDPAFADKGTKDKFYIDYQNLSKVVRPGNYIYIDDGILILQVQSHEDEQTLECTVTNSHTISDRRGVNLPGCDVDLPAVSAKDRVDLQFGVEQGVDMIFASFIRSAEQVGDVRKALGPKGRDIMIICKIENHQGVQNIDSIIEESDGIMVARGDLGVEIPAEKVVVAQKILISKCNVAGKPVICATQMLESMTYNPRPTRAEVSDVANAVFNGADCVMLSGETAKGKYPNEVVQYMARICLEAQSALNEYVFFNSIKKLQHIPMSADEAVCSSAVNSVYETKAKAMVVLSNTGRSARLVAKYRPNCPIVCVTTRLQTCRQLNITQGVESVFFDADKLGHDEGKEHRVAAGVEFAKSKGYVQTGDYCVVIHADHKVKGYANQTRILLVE
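Purified LmPK (0.1 nM) converted ADP (0.1 mM) to ATP with PEP (0.5 mM) in imidazole buffer pH 7.2 with KCl and MgCl2, 1 h at room temperature. ATP was read by Kinase-Glo luminescence; data normalized to uninhibited and no-enzyme controls.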
Cycloheximide cs: counter-screen hit for Shiga toxin inhibitors, cycloheximide; max response, %; cell reporter, cycloheximide protein synthesis inhibition counterscreen; hit rate 12% among 300,000; in the data active means max response mostly above about 13%, no sharp cut-off; inactive means mostly below about 14%; further: read at 38.3 µM for the half of the compounds with a filed dose; 0% is about no effect
Pf growth 96h: P. falciparum growth inhibition at 96 hour, primary screen for plastid delayed-death inhibitors; P. falciparum luciferase reporter growth, 96 h; Potency, µM (top dose mostly 28.7 µM), for the others: at the top dose activity change, negative = inhibition, most hits filed as inhibitors; hit rate 6.9% among 320,000; AID 504834; further: potency means the concentration at half of the fitted maximal effect; on the % scale 0 is the no-effect control and ±100 the full control effect
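Delayed-death screen, second-generation endpoint: infected erythrocytes, 2% hematocrit, 0.05% parasitemia final; 96 hours at 37 C, 5% CO2; luciferase detection reagent; luminescence decrease equals reduced growth.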
* marks the source's active call; other numbers are inactive results; ? = inconclusive; . = not tested or not shown; & = joins results of further samples; [ ] = another dose, or the depositor's remark. Unless noted, the call rests on the fitted dose curve; in most records, active means well fitted curve in the direction sought with a large enough effect; inconclusive means small, poorly fitted or top-dose-only effect, or another doubt; inactive means no such curve, though single readings can be large; an effect the other way counts as inactive or inconclusive.

SMILES	HCV inhibitor	TbPYK inhibitor	Pf growth 48h	Shiga toxin inh	LmPK inh	Cycloheximide cs	Pf growth 96h
CCCCN(C(=O)CCCc1nc2ccccc2c(=O)[nH]1)c1c(N)n(CC(C)C)c(=O)[nH]c1=O	-3%	-3%	-13%	.	.	.	-24%
NC(=O)CSc1nnc(Cn2cnc3ccccc32)o1	3%	2%	54%[activator]	25	-2%	3	69%[activator]
COc1cccc(CN2CCN(Cc3ccccc3C(F)(F)F)CC2)c1	29%	-3%	246%[activator]	-8	-1%	1	?
C=CCN(CC=C)C(=O)COn1nnc2ccc(S(=O)(=O)N3CCOCC3)cc21	0%	0%	-1%	.	.	.	-5%
Cc1ccc(/C=N/NC(=O)c2ccncc2)s1	-7%	1%	?	20	-7%	15	-30%
Cc1ccc(NC(=S)Nc2ccc(OC(F)F)c(Cl)c2)cc1F	13µM*	0%	?	33	1%	5	?
CC(C)(C)/C=N/NC(=O)CNC(=O)c1ccc2c(c1)OCCO2	9%	1%	-11%	-13	-4%	-1	?
O=C(Nc1ccccc1)OCc1cc(-c2ccc(Cl)cc2)on1	24%	17%	11%	-25	9%	-3	21%
CC1CCCC(C)N1C(=O)CN1C(=O)C(C)(C)Oc2ccc(C(=O)NC3CCCC3)cc21 (stereo unspecified)	-28%	-5%	?	1	1%	1	5%[5.75 µM]
O=C(Nc1ccc2oc(-c3ccncc3)nc2c1)c1ccco1	-8%	-11%	?	48	0%	27*	18%
COCCCNc1nc2ccccc2nc1NS(=O)(=O)c1cc(Cl)ccc1Cl	-2%	7%	-2%	-12	0%	-3	-15%
CCn1ncc(C2=NOC(C(=O)NCCc3ccccc3)C2)c1C (stereo unspecified)	26%	1%	.	-8	2%	-2	22%
Cc1[nH]c(=S)c(C#N)c(C)c1CC(=O)c1ccc(Br)cc1	-2%	?	-3%	-10	7%	2	-14%
O=C(O)CCCNC1=NCCC1	15%	-7%	20%	-18	5%	-8	.
Cc1cccc(OCC(=O)N/N=C/c2cccn2C)c1	8%	1%	12%	-16	3%	1	15%
CC(C)Cc1nnc(NC(=O)C23CC4CC(CC(C4)C2)C3)s1	10%	1%	?	26	3%	5	?
O=Nc1ccc(NOC(=O)c2ccccc2Br)cc1	3%	-16%	-2%	127*	?	85*	-18%
c1ccc(-n2ncc3c(N4CCN(c5ccccn5)CC4)nc(N4CCCCC4)nc32)cc1	?	.	16%	2	-5%	-1	-37%
O=C(c1ccc(N2CCOCC2)nc1)N1CCCCC1	26%	-9%	38%[activator]	-10	0%	-2	?
COCCNC(=S)N/N=C(\C)c1cccc(OC)c1	?	0%	-18%	-8	2%	2	?
Cc1ccc(-c2ccc(C(=O)Nc3ccccc3)o2)c2ccccc12	?	1%	-9%	67*	1%	36*	?
O=C(CN1CCN(c2ccc(F)cc2)CC1)NCc1ccc(F)cc1	12%	-4%	-14%	-17	-6%	-2	6%
CNc1ccccc(-c2ccc3ccccc3n2)c1=O	16%	-5%	278%[activator]	52*	-5%	59*	431%[activator]
CC1=CC(C)C2C(=O)N(c3ccccc3)NC(=O)C2C1 (stereo unspecified)	2%	-9%	8%	1	6%	-2	-18%
O=C(Nc1ccc(CN2CCCCC2)cc1)Nc1ccc(Br)cc1Cl	16µM*	-5%	?	7	0%	-1	13%

Compound profiles (already shown):
`O=C(Nc1ccc2oc(-c3ccncc3)nc2c1)c1ccco1` across the screens: HCV inhibitor = -8%; TbPYK inhibitor = -11%; Pf growth 48h = ?; Shiga toxin inh = 48; LmPK inh = 0%; Cycloheximide cs = 27*; Pf growth 96h = 18%
`NC(=O)CSc1nnc(Cn2cnc3ccccc32)o1` across the screens: HCV inhibitor = 3%; TbPYK inhibitor = 2%; Pf growth 48h = 54%[activator]; Shiga toxin inh = 25; LmPK inh = -2%; Cycloheximide cs = 3; Pf growth 96h = 69%[activator]

Entries from the list above that have an NH in an aromatic ring, in the order listed:
SMILES	HCV inhibitor	TbPYK inhibitor	Pf growth 48h	Shiga toxin inh	LmPK inh	Cycloheximide cs	Pf growth 96h
CCCCN(C(=O)CCCc1nc2ccccc2c(=O)[nH]1)c1c(N)n(CC(C)C)c(=O)[nH]c1=O	-3%	-3%	-13%	.	.	.	-24%
Cc1[nH]c(=S)c(C#N)c(C)c1CC(=O)c1ccc(Br)cc1	-2%	?	-3%	-10	7%	2	-14%

Continuation:
SMILES	HCV inhibitor	TbPYK inhibitor	Pf growth 48h	Shiga toxin inh	LmPK inh	Cycloheximide cs	Pf growth 96h
CN(CC(=O)NCc1ccc2c(c1)OCO2)S(=O)(=O)c1ccc(Br)s1	-1%	-5%	14%	27	8%	5	.
CC(OC(=O)CCc1cc(C(C)(C)C)c(O)c(C(C)(C)C)c1)C(=O)NC1CC1 (stereo unspecified)	?	-5%	0.47µM*	.	.	.	0.66µM*
COc1ccc(C(=O)NCCc2ccccc2)cc1[N+](=O)[O-]	-8%	-1%	45%[activator]	50*	3%	32*	18%
CCOC(=O)CSc1nc(NCc2ccco2)c2ccccc2n1	-78%	-1%	-2%	-25	-2%	-5	5%
COc1ccc(S(=O)(=O)NCCC(=O)N2CCCC2)cc1N(C)S(C)(=O)=O	24%	2%	9%	-1	1%	-3	-5%
Cc1nc(C)c(-c2ccn(C(=O)NC(C)C)n2)s1	-10%	1%	41%[activator]	-2	2%	10	45%[activator]
O=[N+]([O-])c1cc(/C=N/N2CCN(C3c4ccccc4-c4ccccc43)CC2)ccc1Cl	-7%	-8%	?	-14	-3%	1	?
Cc1ccc(-n2c(C)cc(C3N=C(N)Nc4nc5ccccc5n43)c2C)c(C)c1 (stereo unspecified)	?	-8%	8.3µM*	-16	-4%	-2	-25%
CCOC(=O)c1cnc(SCc2nc(N)nc(Nc3ccccc3OC)n2)nc1N	.	.	.	-6	0%	-2	0%
Cc1ccc(C2C3=C(CC(C)(C)CC3=O)Nc3[nH]c(=S)[nH]c(=O)c32)cc1 (stereo unspecified)	-1%&-5%	0%	-25%	-5	1%	7	?
CCc1ccc(N(CC)C(=O)c2ccc3c(Cl)c4c(nc3c2)CCC4)cc1	3%	8%	?	-14	2%	-4	-21%
COc1cccc(C(=O)N2CCN(C(=O)Cc3ccccc3)CC2)c1	14%	-6%	286%[activator]	-6	1%	-4	?
CCCOc1c(Br)cc(C2C3=C(CCCC3=O)N(C)C3=C2C(=O)CCC3)cc1OC	7%	-1%	9.3µM*	-5	1%	-5	-18%
COc1ccccc1NC(=O)Cn1c([N+](=O)[O-])cnc1C	22%	-5%	7%	-4	0%	-2	?
CCOc1ccc(C(O)(CCC(C)C)C(CN2CCOCC2)c2ccccc2)cc1 (stereo unspecified)	?	5%	7.4µM*	-6	10%	-3	12%
O=C(Nc1ccccc1C(=O)NCCCN1CCOCC1)c1ccccc1	6%	4%	-5%	5	-1%	-1	11%
COc1ccc(C2SCCN2S(=O)(=O)c2ccc(F)cc2)cc1OC (stereo unspecified)	2%	0%	-21%	21	7%	2	?
O=C(NCCCO)/C(=C\c1cn(-c2ccccc2)nc1-c1cccnc1)NC(=O)c1ccccc1	4%	7%	-9%	-9	0%	1	?
O=C(NC1CCN(S(=O)(=O)c2ccc(Cl)cc2)CC1)C1CCCCC1	15%	0%	-10%	-7	1%	2	-8%
CO/N=C/C(c1ccc(Cl)nc1)S(=O)(=O)c1ccccc1 (stereo unspecified)	12%	-5%	-16%	-10	-5%	-4	-3%
Oc1ccc2ccccc2c1/C=N/n1cnnc1	8%	.	23%	11	-3%	-1	0%
COc1ccc(NC2=NCC(Cc3ccc(Br)cc3)S2)cc1 (stereo unspecified)	?	-9%	?	12	3%	3	?
COc1ccc(Br)cc1CN(C)CC(=O)NCCc1ccc(S(N)(=O)=O)cc1	?	10%	-20%	-12	-1%	3	-10%
CN(Cc1cccs1)C(=O)c1cc(S(=O)(=O)N2CCOCC2)ccc1F	1%	-7%	-18%	.	.	.	-12%
CN(C)/C=C1/Oc2c(ccc3ccccc23)C1=O	?	1%	.	26	1%	18	30%

More compounds follow.
SMILES	HCV inhibitor	TbPYK inhibitor	Pf growth 48h	Shiga toxin inh	LmPK inh	Cycloheximide cs	Pf growth 96h
Cc1cccc(NC(=O)c2cc(S(=O)(=O)N3CCc4ccccc43)cn2C)c1	22%	-1%	-14%	-2	-9%	-1	?
Cc1c(CCC(C)C)c(=O)n2c([nH]c3ccccc32)c1C#N	-27%	2%	6%	-17	6%	8	.
Cc1ccc(S(=O)(=O)N2CCOCC2)cc1NC(=O)CSc1ncccn1	2%	-4%	?	.	.	.	4%
Cc1cc(C)n2nc(C(=O)Nc3ccc(S(=O)(=O)N(C)C)cc3)nc2n1	3%	-19%	-10%	-9	-13%	-2	?
NC(=O)CSc1nnc(-c2ccc(O)cc2)n1Cc1ccco1	14%	0%	6%	-1	-2%	-3	-11%
COc1ccc(OC)c(-n2c(C)nc3cc(C(=O)O)ccc32)c1	18%	-25%	24%	-6	-1%	-3	6%
CCC(=O)c1cc2c(C)cc(=O)oc2c(C)c1OC(=O)C(C)C	?	5%	25%	-4	-3%	1	?
CN(C)c1ccc(CNC(=O)CCc2ccc(S(=O)(=O)N3CCCCCC3)cc2)cc1	?	-6%	12µM*	.	.	.	?
CC/C(=C(/CC)c1ccc(O)cc1)c1ccc(O)cc1	?	2%&0%	?	-5	1%	1	?
Cc1cc(=O)oc2c(C)c(OC(C)C(=O)NCCCn3ccnc3)ccc12 (stereo unspecified)	5%	-3%	-10%	-6	-1%	-2	5%
CCOC(=O)Cc1cc(C)[nH]c1C(=O)OCC	21%	2%	14%	-6	1%	2	6%
CCCOc1ccc(C(=O)c2ccccc2C(=O)OC2CCOC2=O)cc1OCCC (stereo unspecified)	?	-3%	?	.	.	.	-11%
O=C(Nc1cccc([N+](=O)[O-])c1)C1COc2ccccc2O1 (stereo unspecified)	7%	7%	-12%	15	2%	11*	?
COCCn1c(C)cc(C(=O)CSc2nc(C)cc(C)c2C#N)c1C	?	-5%	?	-23	2%	-6	.
COc1cc(OC)c(C2=NOC(C(=O)N3CCc4ccccc4C3)C2)cc1Cl (stereo unspecified)	?	-3%	.	-8	9%	-2	?
COC(=O)Cn1c(=O)c2c(n(Cc3ccccc3)c1=O)N/C(=C/c1ccc(OC)cc1)C2=O	-2%	4%	?	-13	-1%	-2	?
O=c1[nH]c(=S)n(Cc2ccc(F)cc2)c(O)c1/C=N/N1CCCCC1	13%	-3%	-8%	7	3%	3	3%
COc1nc2ccccc2c(=O)n1-c1ccc(Cl)cc1	3%	-11%	-28%	12	0%	-1	-27%
COc1cccc(C2C3=C(CC(C)(C)CC3=O)Nc3cc(OC)c(OC)cc32)c1 (stereo unspecified)	?	-7%	?	-17	4%	5	144%[activator]
COc1ccc(NC(=O)C=C(C)C)cc1Cl	-4%	-12%	121%[activator]	102*	16µM*	29*	?
C[n+]1ccccc1/C=C1\Sc2ccccc2N1CCO	?	-1%	?	-6	-9%	-3	2.1µM*
COc1ccc(S(=O)(=O)Nc2ccc(S(=O)(=O)Nc3nccs3)cc2)cc1	-24%	12%	5.2µM*	1	-5%	-1	15%
CN(CC(=O)Nc1cccc(F)c1)C(=O)c1ccccc1Sc1ccccc1C#N	?	6%	-23%	.	.	.	?
CC(C)=CC(=O)Nc1nnc(-c2cccnc2)s1	3%	4%	35%[activator]	21	-2%	1	53%[activator]
Cc1cc(Br)ccc1NC(=O)CCS(=O)(=O)c1cccc2nonc12	9%	6%&-17%	0%	-12	13%	5	16%
